# Source: PubChem BioAssay (National Center for Advancing Translational Sciences (NCATS))
# KDM5B inh = KDM5B demethylase inhibition | KDM5B demethylase, FDH-coupled NADH fluorescence (FDH is formaldehyde dehydrogenase) | Potency, µM (series often up to 57.7 µM), for inactives: at the top dose activity change, negative = inhibition, actives largely listed as inhibitors | 220,000 tested, 2.6% active | AID 1347165; active means well fitted inhibition curve with a large enough effect; inconclusive means small, poorly fitted or top-dose-only effect; inactive means no such curve, though single readings can be large or run the other way; further: 0% is about no effect; nearly all actives have a fitted effect of over 70% in size
#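 Here, H3K4me3 peptide (12.5 µM in substrate mix) is demethylated by KDM5BΔAP, 200 nM final, after 10 min compound exposure. Formaldehyde product is coupled through FDH (0.25 U/mL in mix) to NADH fluorescence; 30-min ΔRFU feeds dose-response curves.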
# Numbers without * were called inactive; i = inactive; ? = inconclusive; & = joins results of further samples; [ ] = dose if it differs, or a comment. Potency means the concentration at half of the fitted maximal effect. This is a subset. The share of hits here may be higher or lower than overall.
SMILES,KDM5B inh
O=C(c1ccc2nc[nH]c2c1)N1CCN(c2ncc(C(F)(F)F)cc2Cl)CC1,24%
O=C(c1nc(-c2ccc(Cl)cc2Cl)c2ccccn12)N1CCN(c2ncccn2)CC1,?
CCc1cccc(C)c1NC(=O)Cn1cccc1-c1nc(-c2ccc(OC)c(F)c2)no1,16%
COCc1cc(CNc2nccc(-c3ccccn3)n2)[nH]n1,?
Cc1cnc(C2CCOCC2)n1CCNC(=O)C1(c2ccccc2)CCCC1,-16%
O=C(Cc1cccc2ccccc12)N(Cc1ccc2cc[nH]c2c1)C1CC1,-22%
COc1ccccc1-c1cc(NC(=O)C(C)SC)n[nH]1 (stereo not given),-2%
COc1cccc(CNC(=O)C(NS(=O)(=O)c2cccs2)C(C)C)c1 (stereo not given),-21%
Cc1cc(C)c(C(=O)c2sc(Nc3cccc(F)c3)nc2N)cc1C,-12%
CCC(C(=O)Nc1ccc(OC)cc1OC)n1nc(-c2ccccc2)c2c(c1=O)CCCC2 (stereo not given),12%
N#Cc1cccnc1Oc1ccccc1CN1CCCCC1,-1%
O=C(Nc1ccc2c(c1)OCCO2)c1ncoc1-c1cccc(Cl)c1,?
COCc1nc(C2CCCNC2)no1 (stereo not given),-30%
COc1ccc2c(CNCCc3cccs3)c(C(=O)O)n(Cc3ccccc3C)c2c1,?
Cc1coc2cc3oc(=O)c(CC(=O)NCc4ccc(F)cc4)c(C)c3cc12,?
N#CCn1nc2n(c1=O)CCN(C(=O)Cc1ccsc1)CC2,-8%
CN1CCC(N(C)C(=O)/C(C#N)=C/c2ccc(OC(F)F)cc2)CC1,-27%
COc1cc(CNC(=O)CC2Sc3ccccc3NC2=O)ccn1 (stereo not given),-21%
COCCNC(=O)[C@H]1C[C@H](Oc2cccnc2)CN1C(=O)NCc1ccc(OC)cc1,-6%
COc1cc(/C=C/C(=O)OCCOc2ccc(Cl)cc2)ccc1O,-33%
CCOC(=O)c1oc2cc(OS(C)(=O)=O)ccc2c(=O)c1-c1ccc(OC)cc1,12%
CC(C)(C)c1cc(C=O)c(O)c(C(C)(C)C)c1,10%
COc1cc(-c2nc3c4c5c(sc4ncn3n2)COC(C)(C)C5)ccc1O,8%
COC(=O)c1ccccc1NC(=O)c1ccc(CN2CC(=O)N3CCCCC3C2=O)cc1 (stereo not given),-29%
O=C(Nc1ccccc1C(F)(F)F)c1cc(=S)[nH]c2ccccc12,?
COc1ccc(CN(Cc2ccc(OC)cc2)C(=O)c2cccs2)cc1,-22%
N#Cc1ccccc1OCc1ncc(-c2ccc(Cl)cc2)o1,8%
Cc1noc(-c2nc(-c3ccc(F)c(F)c3)no2)n1,-11%
CC1(NC(=O)c2cn(-c3cccc(Br)c3)nn2)CCS(=O)(=O)C1 (stereo not given),4%
Cc1ccccc1C(=O)N1C[C@@H](COCC2CC2)[C@H](c2ccncc2)C1,15%
COC1CN(c2cccc(F)c2)C12CCN(C(=O)c1ccncc1)CC2 (stereo not given),-10%
Cc1cccc(NC(=O)CSc2cn(CC(=O)N3CCCC3)c3ccccc23)c1C,?
O=C1C(=O)N(C23CC4CC(CC(C4)C2)C3)C(=O)N1Cc1coc(-c2ccc(F)cc2)n1,10%
CN(C)C1(CNC(=O)C2CCN(C(=O)c3ccc(F)cc3)CC2)CCCCCC1,8%
O=C([C@@H]1C[C@H](F)CN1C(=O)c1cccc(Br)c1)N1CCCCC1,1%
COCc1cc(C[C@@H]2CC[C@H](O)[C@@H](CNC3CCN(C)CC3)O2)no1,32%[activator][86.2 µM]
COc1ccc(/C=C2\Oc3cc(OC(=O)C(C)(C)C)ccc3C2=O)c(OC)c1,1%
CCc1ccc(NC(=O)Cn2c(=O)n(-c3ccccc3C)c(=O)c3c2c2cc(OC)ccc2n3C)cc1,?
COc1ccc(/C(C)=N/Nc2nncc3ccccc23)cc1,-10%
Cn1ccnc1-c1cn(CC2(c3ccccc3F)CCCC2)nn1,3%

# Reprinted from the entries so far, 16 compounds:
SMILES,KDM5B inh
CCC(C(=O)Nc1ccc(OC)cc1OC)n1nc(-c2ccccc2)c2c(c1=O)CCCC2 (stereo not given),12%
N#Cc1cccnc1Oc1ccccc1CN1CCCCC1,-1%
O=C(Nc1ccc2c(c1)OCCO2)c1ncoc1-c1cccc(Cl)c1,?
COCc1nc(C2CCCNC2)no1 (stereo not given),-30%
COc1ccc2c(CNCCc3cccs3)c(C(=O)O)n(Cc3ccccc3C)c2c1,?
Cc1coc2cc3oc(=O)c(CC(=O)NCc4ccc(F)cc4)c(C)c3cc12,?
N#CCn1nc2n(c1=O)CCN(C(=O)Cc1ccsc1)CC2,-8%
CN1CCC(N(C)C(=O)/C(C#N)=C/c2ccc(OC(F)F)cc2)CC1,-27%
COc1cc(CNC(=O)CC2Sc3ccccc3NC2=O)ccn1 (stereo not given),-21%
COCCNC(=O)[C@H]1C[C@H](Oc2cccnc2)CN1C(=O)NCc1ccc(OC)cc1,-6%
COc1cc(/C=C/C(=O)OCCOc2ccc(Cl)cc2)ccc1O,-33%
CCOC(=O)c1oc2cc(OS(C)(=O)=O)ccc2c(=O)c1-c1ccc(OC)cc1,12%
CC(C)(C)c1cc(C=O)c(O)c(C(C)(C)C)c1,10%
COc1cc(-c2nc3c4c5c(sc4ncn3n2)COC(C)(C)C5)ccc1O,8%
COC(=O)c1ccccc1NC(=O)c1ccc(CN2CC(=O)N3CCCCC3C2=O)cc1 (stereo not given),-29%
O=C(Nc1ccccc1C(F)(F)F)c1cc(=S)[nH]c2ccccc12,?

# Remaining list, next part
SMILES,KDM5B inh
CCOc1cc(CN2CCOc3ccc(C(=O)NCc4ccc(C)cc4)cc3C2)ccc1O,-2%
CC(NC(=O)c1[nH]c2ccc(Cl)cc2c1Cl)C(N)=O (stereo not given),-13%
CSc1nsc(SCC(=O)NCc2ccc(F)cc2)n1,-5%
Fc1cccc(Cl)c1/C=C/c1cnc2ccccc2n1,?
COc1ccc(OC)c(C(O)Cn2ccn3nc(-c4ccc(C(C)C)cc4)cc3c2=O)c1 (stereo not given),?
CCOC(=O)c1cnc2c(ccc3ccccc32)c1Nc1cccc(C(F)(F)F)c1,6%
CCC(NCc1cn(CCC(N)=O)c2ccccc12)c1cccs1 (stereo not given),7%
CC(C)OCc1cc(CN2CCN(c3cccc(C(F)(F)F)c3)CC2)c(O)c2ncccc12,5%
CCCNC(=O)C1(CCO)CCN(c2ncccn2)C1 (stereo not given),?
COC(=O)CNC(=O)c1cc(-c2ccc(Cl)nc2)nc2c1cnn2C,79µM*
O=c1[nH]c(C2CCCN(Cc3cccnc3)C2)nn1-c1ccccc1 (stereo not given),6%[86.2 µM]
O=C(NCCc1ccc(Cl)cc1)C1CCN(Cc2cc3ccccc3n2Cc2ccccc2)CC1,?
CC(C)C(=O)N1CC(=O)Nc2ccc(F)cc2C1c1ccc(F)cc1 (stereo not given),18%
O=C(CCNC(=O)c1ccco1)Nc1ccc(C(F)(F)F)cc1,21%
COc1ccc(C(=O)N2CCN(c3cc(-c4ccc(F)cc4)[nH]n3)CC2)cc1OC,-9%
COc1ccccc1-c1nc(CNC(=O)Nc2ccccc2)c(C)o1,-6%
Cc1noc(C)c1-c1cc2cc(CN(C)C)oc2c(Nc2cccnc2)n1,28µM*
N#Cc1ccc(Oc2nc(-c3ccccc3O)nc3ccccc23)cc1,-4%
Cc1ccccc1NC(=O)C(Cc1ccccc1)n1cccc1 (stereo not given),30%[activator]
COc1ccc(-c2noc(CN3CCCc4c(C(=O)NC(C)C)cccc43)n2)cc1OC,9%
CC(=O)c1ccc(N2C(=O)N(Cc3cccc(C(F)(F)F)c3)c3ccccc3S2(=O)=O)cc1,-3%
Cc1cc(C)n(-c2nc3ccccc3nc2Nc2ccc(Cl)cc2Cl)n1,-24%
CCC(=O)N(c1ccc(OC)cc1OC)C1C=CS(=O)(=O)C1 (stereo not given),-8%
COc1cccc(Cn2nnc(C(=O)Nc3cc(C)ccc3C)c2N)c1,-27%
CCc1nc2c(c(-c3ccc(Cl)cc3)n1)CN(Cc1cccc3ccccc13)CC2,?
CCc1noc(-c2ccn3c(CNC(=O)c4ccccc4F)nnc3c2)n1,i
CC1CCN(C(=O)CCc2ncc(-c3c(F)cccc3F)o2)CC1,1%
COc1ccc2c(=O)c(Oc3ccccc3)c(C)oc2c1,-8%
CCCc1ccc(C(=O)NC2CCSC2=O)cc1 (stereo not given),-15%
O=C(NCC(c1cccnc1)N1CCOCC1)C(=O)Nc1cccc(Cl)c1 (stereo not given),-4%
NCc1ccccc1OC(F)(F)F,-1%
CN(CCC#N)C(=O)CNC(=O)C1CCCN(S(=O)(=O)c2ccc(Cl)cc2)C1 (stereo not given),19%
N#CC1(NC(=O)CSc2ccc3ccccc3n2)CCCCC1,8%
COc1cccc2cc(C(=O)N3CCCCCCC3)c(=O)oc12,0%
COc1ccc(F)cc1S(=O)(=O)Nc1ccc2c(c1)CCCN2C(=O)c1cccs1,10%
Cc1ccc(C)c(-n2c(Cc3cc(=O)[nH]c(=O)[nH]3)nnc2SCC(=O)c2ccccc2)c1,1%
Cc1cccc(N2CCN(S(=O)(=O)c3ccc4c(c3)CC(=O)N4C)CC2)c1C,-31%
COC(=O)C1=C(CN2CCN(C(C)C)CC2)NC(=O)NC1c1ccc(C)cc1 (stereo not given),-3%
O=C1CCN(C(=O)C2CCN(C(=O)c3nccc4ccccc34)CC2)CCCCCCN1,-20%
CCCCN(CCCNC(=O)c1cc(Nc2ccccc2OC)nc2ccccc12)c1ccccc1,-16%
CC12CCC(C(=O)N3CCOCC3)([C@H](Br)C1=O)C2(C)C (stereo not given in full),26%
COc1ccc(Nc2nc3ccccc3c3nnc(C)n23)cc1Cl,-12%
CNC(=O)[C@@H](Cc1ccccc1)N1CCC[C@H]1C(=O)NC(C)(C)C,17%[86.2 µM]
CCC(=O)N1Cc2ccccc2CC2(CCN(Cc3ccc(NC(C)=O)cc3)C2)C1 (stereo not given),8%[115 µM]
COc1ccc(C(=O)/C(C#N)=C\c2ccc(Cl)cc2Cl)cc1,-12%
CC(C)CN(CC1CN(C(=O)c2ccccc2)CCO1)C(=O)c1cccc2ccccc12 (stereo not given),?
COC(=O)c1ccccc1NC(=O)c1nc(S(=O)(=O)Cc2ccccc2F)ncc1Cl,2%
Fc1ccc(CNc2ncccn2)cc1,?
Cc1cc(C)c(C)c(S(=O)(=O)N2CCn3c(nn(CC4CC4)c3=O)C2)c1C,-19%
Cc1nc(-n2nc(C)c(CCC(C)C)c2C)sc1C(=O)Nc1ccc(Br)cc1,-8%
COC(=O)c1ccc(COC(=O)[C@H](C)NC(=O)c2ccccc2)cc1,4%
CCCC1(CO)CCCN(Cc2nnc(-c3cccnc3)o2)C1 (stereo not given),-27%
O=C1/C(=C/c2ccc(F)cc2)CCc2ccccc21,11%
O=C1CCCC2=C1C(c1ccccc1F)n1nnnc1N2 (stereo not given),-12%
COCCCNc1oc(-c2ccccc2C)nc1C#N,?
CN(Cc1noc2c1CCCC2)C(=O)Cn1cccc(C(F)(F)F)c1=O,14%
Cc1ccc(Sc2ccnc3cc(Cl)ccc23)cc1,-4%
CN1CCCC(CNc2ncc(C(C)(C)C(=O)O)c(N3CCOCC3)n2)C1 (stereo not given),-18%
CC(=O)Oc1c(-c2ccc(NC(=O)c3ccco3)cc2)c(-c2cccc(F)c2)nn1-c1ccc(C)cc1,?
COc1ccc(-c2nc(SCC(=O)Nc3cccc(C(F)(F)F)c3)n[nH]2)cc1,7%

# Further structures follow:
SMILES,KDM5B inh
CC(=O)c1sc2nsc(SCCN3CCCCC3)c2c1N,-8%
O=C(O)c1cccc(CC2CCN(C(=O)CCC(F)(F)F)C2)c1 (stereo not given),0%
O=C(NCCc1nc(-c2ccccc2)cs1)c1ccc2nccn2c1,?
CCn1c2c(c(=O)n1Cc1ccccc1)CCN(C(=O)C(C)C)C2,-26%[86.2 µM]
O=C(NCC(c1cccs1)N1CCCC1)c1nn(Cc2ccccc2)c(=O)c2ccccc12 (stereo not given),4%
Cc1ccc(-c2ccc3nnc(CNC(=O)Cc4ccccc4Cl)n3n2)cc1C,?
COc1ccccc1OCCNC(=O)C1CCCCC(=O)N1C (stereo not given),-1%
COc1ccccc1NC(=O)NCC1CCN(Cc2cccnc2)C1 (stereo not given),-32%
CN(Cc1ccccc1)S(=O)(=O)c1ccc(-c2cnc(C3CC3)o2)cc1,?
CC(C)c1nc(C(=O)N2CCC(CCC(=O)Nc3ccc4c(c3)OCCO4)CC2)cs1,-16%
Clc1ccccc1N1CCN(c2ncnc3c2c(-c2ccccc2)cn3-c2ccccc2)CC1,?
Cc1nc(NCC(C)C)sc1C(=O)NCc1ccncc1,19%
CCN1C(=O)CCC2(C(=O)Nc3ccc(N4CCOCC4)cc3)CCCC=C12 (stereo not given),-20%
CC(C)(C)CN1CCNc2cc(Nc3cccnc3)ncc2C1,-15%[86.2 µM]
Cc1ncc2n1C(=O)N(C1CCN(Cc3cccc(C(F)(F)F)c3)CC1)C2,?
COc1ccc(S(=O)(=O)N2CCc3c(c(-c4nnc(SC)n4C)nn3C)C2)cc1,6%
CCc1nc(-c2cc(S(=O)(=O)N3CCN(c4ccccc4OC)CC3)ccc2OC)no1,1%&11%
COc1cc(NC(=O)N2CCC(Oc3ncccc3C(=O)N(C)C)C2)cc(OC)c1OC (stereo not given),-17%
COc1ccc(S(=O)(=O)N2CCC(c3noc(C4CC4)n3)C2)cc1 (stereo not given),-5%
C/C(=N\Nc1nc(C)cc(C)n1)c1ccc(C)o1,3%
CCc1n[nH]c(CC2CCN(C(=O)COc3ccc(F)cc3)CC2)n1,17%
COc1ccc(CNC(=O)C2=CC(c3ccc(OC)c(OC)c3)=NS(=O)(=O)N2C)cc1,-11%
CN1C(=O)CCCCC1C(=O)N1CCCC1 (stereo not given),32%[activator]
CCOC(=O)c1c(NC(=O)COc2ccccc2F)sc2c1CCCC2,-11%
